HSF1 inh = HSF1 inhibition | 0.77% of 300,000 active | NIH3T3-HGL HSE-luciferase, MG132-induced, luminescence 8 h; hits give low values | AID 2098 | activity change, negative = inhibition, % at 7.5 µM (by protocol);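 active means more than half of replicate wells show activity change below -50%, luminescence cut by over half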;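 further: luciferase reports HSF-1 transcriptional activity via heat shock element; 0% = median of DMSO wells and -100% = zero luminescence signal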
GSK3beta inhib = inhibitors of human GSK3beta kinase. GST-GSK3beta kinase, ADP-Glo luminescence, 60 min; hits give low values. 0.038% of 300,000 active. activity score (negative = inhibition), % at 10 µM;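 active means more than half of replicate wells score below -50%, meaning over 50% inhibition versus plate controls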;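 further: 0% = median DMSO wells and -100% = median GW8510 positive control wells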
Target sequence (P49841 whole entry, looked up): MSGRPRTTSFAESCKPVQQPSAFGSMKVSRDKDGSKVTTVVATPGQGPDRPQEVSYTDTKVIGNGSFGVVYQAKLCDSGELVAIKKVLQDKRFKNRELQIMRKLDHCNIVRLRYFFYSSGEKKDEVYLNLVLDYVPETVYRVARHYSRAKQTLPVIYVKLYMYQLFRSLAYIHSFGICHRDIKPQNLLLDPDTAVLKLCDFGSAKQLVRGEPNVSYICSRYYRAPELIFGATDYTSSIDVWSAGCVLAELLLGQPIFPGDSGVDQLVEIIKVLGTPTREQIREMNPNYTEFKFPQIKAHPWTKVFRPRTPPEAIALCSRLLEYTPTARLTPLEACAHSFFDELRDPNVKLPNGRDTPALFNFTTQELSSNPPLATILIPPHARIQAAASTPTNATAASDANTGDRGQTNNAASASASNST
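Assay system: GST-fused GSK3beta enzyme, cell-free / Medium: Tris pH 7.5 buffer with MgCl2, DTT, BSA, heparin / Also added: peptide substrate plus 25 µM ATP (final) / Compound: 10 µM single point / Timing: kinase reaction with compound 60 min at room temperature / Detection: ADP-Glo luminescence / Benchmarks: DMSO neutral wells and GW8510 at 20 µM as positive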
aSyn 5UTR inh = 5' untranslated region of α-synuclein, MLPCN primary screen; 0.82% of 300,000 active; alpha-synuclein 5'UTR reporter, inhibitor activity; inhibition, % (tested at 7.5 µM); in the data active means inhibition above about 60%;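 further: H4 neuroglioblastoma cells stably carrying SNCA 5'UTR luciferase fusion; 0% = DMSO wells and 100% = positive control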
HSP90 inh = blocks HSP90-mediated luciferase refolding in reticulocyte lysate; Rabbit reticulocyte lysate, luciferase refolding luminescence, 3 h; 0.91% of 290,000 active; inhibition, % at 5.6 µM;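 active means inhibition above the screen-wide mean plus 3 SD, computed separately per campaign, cut at about 16% in these data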;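 further: 0% = DMSO wells and 100% = 60 µM geldanamycin wells; inhibitors lower the luminescence because luciferase stays unfolded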
IEC-6 tox = kills IEC-6 intestinal cells in KLF5 counter-screen. inhibition, % at 5 µM. IEC-6 cytotoxicity, luminescence viability. 0.78% of 290,000 active; in the data active means inhibition above about 22%;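 further: 0% = plate median of test compound wells and 100% = cytotoxic reference compound wells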
AI-2 QS mod = Vibrio harveyi AI-2 quorum sensing modulation. Vibrio harveyi JMH597 AI-2 luminescence/OD600 ratio, 9 h; hits give low values; strain lacks LuxN and CqsS sensors; 0 = neutral-control median. activity change, % at 7.5 µM. 0.4% of 300,000 active. AID 2094; in the data active means activity change below about -75%, passing the limit was not always enough;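 further: luminescence divided by OD600 gain over 9 h not by final OD600 alone; inactives centre near 13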
KLF5 inh = suppresses KLF5 promoter-driven expression | DLD-1 KLF5 promoter-luciferase reporter, luminescence | inhibition, % at 5 µM | 0.23% of 290,000 active;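 active means inhibition above a per-plate limit of that plate's mean compound inhibition plus 3 SD, cut at about 60% in these data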;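 further: 0% = DMSO wells and 100% = LY294002 at 200 µM; higher means less KLF5 promoter-driven luciferase light; inactives centre near -14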
GSK3A inh = human GSK-3 alpha kinase inhibition; P49840; inhibition, % at 10 µM; 0.1% of 320,000 active; ADP-Glo luminescence, 60 min;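 in the data active means inhibition above about 50%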;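 further: GST-tagged GSK-3 alpha with peptide substrate and 25 µM ATP; 0% = DMSO neutral wells and 100% = GW8510 positive control wells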
Target sequence (P49840 whole entry, looked up): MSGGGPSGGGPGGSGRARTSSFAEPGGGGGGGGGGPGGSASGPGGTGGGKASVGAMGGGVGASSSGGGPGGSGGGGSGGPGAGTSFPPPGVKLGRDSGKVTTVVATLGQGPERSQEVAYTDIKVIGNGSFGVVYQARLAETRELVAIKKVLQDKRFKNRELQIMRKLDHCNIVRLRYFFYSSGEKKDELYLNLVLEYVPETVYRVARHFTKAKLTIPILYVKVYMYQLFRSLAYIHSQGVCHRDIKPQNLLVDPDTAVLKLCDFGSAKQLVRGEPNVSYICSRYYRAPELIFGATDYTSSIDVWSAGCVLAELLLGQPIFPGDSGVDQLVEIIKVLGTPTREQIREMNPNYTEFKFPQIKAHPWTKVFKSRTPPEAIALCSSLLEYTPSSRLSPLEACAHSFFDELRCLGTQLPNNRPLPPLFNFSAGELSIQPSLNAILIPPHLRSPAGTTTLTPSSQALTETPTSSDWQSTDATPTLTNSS
PolyA inhibitor = blocks polyadenylation in yeast reporter cells. calls only at 12 µM. AID 1875. S. cerevisiae SKY197-pL101 polyadenylation reporter, beta-gal luminescence; efflux-impaired pdr1/pdr3 knockout yeast; score 100 = 6 SD above DMSO. 0.02% of 300,000 active;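 active means lowest replicate activity score at least 50, where 100 means six control SD above control mean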;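 further: yeast exposed to compound for 9 h at 30 °C; higher score means more reporter readthrough which indicates perturbed polyadenylation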
HSF-1 act = increases HSF-1 driven luciferase reporter signal. activation, % at 9 µM. 1.7% of 300,000 active. NIH3T3-HGL HSF-1 luciferase reporter, MG132, 8 h; 100% = twice DMSO control signal;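 active means mean replicate activation of at least 50% with a set share of replicates each reaching 50%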;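 further: 0% = median of the neutral control wells and 100% = twice that signal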
The depositor's hits bear a star; i = inactive; nt = no result given.

SMILES	HSF1 inh	GSK3beta inhib	aSyn 5UTR inh	HSP90 inh	IEC-6 tox	AI-2 QS mod	KLF5 inh	GSK3A inh	PolyA inhibitor	HSF-1 act
COc1ccc(NC(=S)Nc2ccc(C)c(Cl)c2)cc1OC	-44	-3	-62	-4	6	4	-39	-3	i	-52
CN(C)CCSc1nc(-c2ccccc2)nc2c1COC(C)(C)C2	-5	-1	-13	7	-4	21	13	-3	i	-7
COCc1ccc(CN2CCC(n3nccc3NC(=O)CCCc3ccccc3)CC2)o1	1	-6	30	1	1	18	-28	0	i	-9
O=C1c2sc3nc4c(c(=O)n3c2C(=O)N1c1ccccc1)CCC4	3	2	-8	3	1	2	-4	2	i	8
COc1ccc(N2CCN(c3ccc(N4C(=O)COCC4=O)cc3[N+](=O)[O-])CC2)cc1	8	-2	1	-4	1	8	-11	-2	i	12
O=C(N/N=C/c1cccc(OC(=O)c2cccc(Br)c2)c1)c1ccncc1	3	2	19	-1	-4	17	0	1	i	-2
C=CCOC(=O)C1=C[C@@H](C2CCCCC2)C[C@@H](OCc2ccc(CO)cc2)O1	13	3	11	7	4	7	-1	-2	i	20
CCNC(=S)NC1CC2CCCC(C1)N2CCc1ccccc1 (stereo unspecified)	2	2	-11	3	3	-1	-31	0	i	-1
CC1CN(C(c2ccco2)c2sc3ncnn3c2O)CC(C)O1 (stereo unspecified)	-4	-2	-5	-4	-2	10	-47	-2	i	-1
Cn1c(=O)c(Cc2ccccc2)c(O)c2ccccc21	-6	-1	6	0	-2	29	-57	-2	i	13
CCOc1ccc(OCc2ccc(C(=O)N3N=C(C(F)F)CC3(O)C(F)F)o2)cc1 (stereo unspecified)	1	2	-14	28*	-3	24	-51	nt	i	1
O=NN(CCc1ccncc1)c1ccc(OCc2ccccc2)cc1	5	-6	-12	-11	-2	-25	-53	-3	i	13
CCc1ccc(NC(=O)C2CCCN(S(=O)(=O)c3cnc[nH]3)C2)cc1 (stereo unspecified)	-3	0	-29	3	-5	22	-22	-7	i	-16
CC1CCc2sc3ncn4nc(C(=O)NCc5ccco5)nc4c3c2C1 (stereo unspecified)	-2	-1	10	4	6	10	9	-2	i	4
CC(=O)N1CCCc2cc(S(=O)(=O)NC(C(=O)NC3CCCCC3)C(C)C)ccc21 (stereo unspecified)	9	2	-15	1	6	4	-7	-4	i	34
COc1ccc(S(=O)(=O)n2c(CCN3CCOCC3)nc3ccccc32)cc1	-9	2	20	-2	-4	-5	1	nt	i	-13
CC(C)(C)N(C=C(Cl)Cl)C(=O)NC1CCCCC1	-3	1	4	-3	-4	15	27	-1	i	-19
CS(=O)(=O)CCSc1ncccc1C(=O)NCc1cccs1	2	0	8	-1	-8	10	-19	-2	i	-2
CC1=CS(=O)(=O)CC1SC(=S)N(C)C1CCS(=O)(=O)C1 (stereo unspecified)	6	1	-24	-1	-2	24	11	-1	i	12
CC(=O)Nc1ccc(S(=O)(=O)NC2(C(F)(F)F)NC(=O)N(C3CCCCC3)C2=O)cc1 (stereo unspecified)	-7	1	4	-1	-1	0	7	-3	i	0

Reprinted at random: 2 compounds from above.
SMILES	HSF1 inh	GSK3beta inhib	aSyn 5UTR inh	HSP90 inh	IEC-6 tox	AI-2 QS mod	KLF5 inh	GSK3A inh	PolyA inhibitor	HSF-1 act
CC(=O)Nc1ccc(S(=O)(=O)NC2(C(F)(F)F)NC(=O)N(C3CCCCC3)C2=O)cc1 (stereo unspecified)	-7	1	4	-1	-1	0	7	-3	i	0
Cn1c(=O)c(Cc2ccccc2)c(O)c2ccccc21	-6	-1	6	0	-2	29	-57	-2	i	13

Further records follow.
SMILES	HSF1 inh	GSK3beta inhib	aSyn 5UTR inh	HSP90 inh	IEC-6 tox	AI-2 QS mod	KLF5 inh	GSK3A inh	PolyA inhibitor	HSF-1 act
Cc1ccc(/C=N/NC(=O)CSc2nc3ccccc3s2)o1	6	-1	-9	0	0	0	-17	-1	i	-1
CCOc1cc(/C=N/O)ccc1OCc1ccc(C)cc1	38	0	-68	-4	5	3	-16	2	i	33
COc1cc(NC(=O)CSCc2ccc(Cl)cc2)c(C(=O)O)cc1OC	-8	0	-9	5	-2	8	-30	0	i	-2
S=C1NC2(CCCC2)Nc2ccccc21	7	0	17	0	4	29	2	-1	i	29
COC(=O)[C@@]12CCCCN1[C@H](c1ccc(-c3ccc(F)cc3)cc1)[C@@H]1C(=O)N(C)C(=O)[C@@H]12	3	1	9	nt	nt	13	nt	-1	i	13
CCOc1ccc(-c2csc(/C(C#N)=C\c3ccc(O)c([N+](=O)[O-])c3)n2)cc1	-10	-2	-57	-2	0	4	9	-2	i	-3
CCOc1ccc(OCCC(=O)OCC(=O)Nc2cc(C)nn2-c2ccccc2)cc1	-1	1	9	nt	nt	21	nt	-5	i	-11
CC[C@@]1(O)C(=O)OCc2c1cc1n(c2=O)Cc2cc3c(N)cccc3nc2-1	23	1	103*	nt	nt	25	nt	2	i	50*
O=C(c1ccc(Cl)cc1)c1oc2ccccc2c1CS(=O)(=O)c1ccccc1	7	0	4	0	11	8	-8	nt	i	27
Cc1ccc(NC(=O)C2CCCN(S(=O)(=O)c3cccnc3)C2)cc1C (stereo unspecified)	2	2	-21	4	-4	-3	-37	0	i	15
Cc1ccccc1OCC(=O)N/N=C1\SCC(=O)N1Cc1ccccc1	-11	-4	8	-5	-2	9	6	0	i	-19
CCC(CC)NC(=O)COC(=O)c1cc(SC)ccc1Cl	-2	-1	-5	-1	-6	8	-15	-1	i	-4
COc1ccc(CN2CCN(C3CCSCC3)CC2CCO)c(C)c1C (stereo unspecified)	1	0	12	4	6	21	-19	-2	i	-8
Cc1ccnc(NC(=S)NC(=O)/C=C/c2ccc(Cl)cc2)c1	-2	-1	-43	1	-6	-7	-7	-2	i	-8
C=C1c2ccccc2NC(=O)N1c1ccc(C)cc1	6	-1	-36	5	1	0	-24	-3	i	15
Cc1ccc(C(=O)NCCc2n[nH]c(=S)n2C)cc1	nt	-1	-11	-4	-4	8	-17	3	i	nt
Cc1cc2c(=O)n(CC(=O)NCC(=O)Nc3ccc(C(C)C)cc3)cnc2s1	-3	0	3	0	-10	4	-6	0	i	6
Cc1cc(=O)[nH]c2c(N=Nc3ccc(O)cc3)c(N)nn12	-9	1	9	-4	-2	-1	-9	nt	i	4
CN1CCN(/N=C/c2ccc(N(C)c3ccccc3)cc2)CC1	0	2	-21	5	1	-4	-7	-1	i	8
O=C(Nc1cccc(-c2nc3ncccc3o2)c1)c1ccccc1	-1	-1	-31	-6	2	11	-8	0	i	23
COc1ccc(CNC(=O)Cn2nc([N+](=O)[O-])c(Br)c2C)cc1OC	-3	0	-4	1	-2	8	-40	0	i	10
COc1ccc(NC(=O)CCCC(=O)c2ccccc2)cc1	-1	-9	-21	1	2	-9	25	-3	i	-22
COc1ccc(-c2oc3ccc(N4CCOCC4)cc3c2/C=C/c2ccc(OC)c(OC)c2)cc1	-1	-1	10	3	2	11	-24	1	i	-11
Cn1c(=O)n(Cc2ccccc2Br)c2ccccc21	10	1	9	1	2	5	-69	-2	i	16
O=C(COc1ccc([N+](=O)[O-])cc1)NCCC1=CCCCC1	-1	3	-42	-3	0	18	-18	-3	i	-2
CCOC(=O)c1csc(CCNC(=O)c2oc3c(Cl)cc(C)cc3c2C)n1	13	0	-36	2	-2	12	-61	-2	i	-12
CCOc1ccc(NC(=O)C2CCCN(S(=O)(=O)c3c(C)noc3C)C2)cc1 (stereo unspecified)	4	0	8	-2	7	nt	-74	-6	i	0
Cc1ccc(CC(NC(=O)c2ccccc2)C(=O)N2CCCC2C(=O)O)cc1 (stereo unspecified)	-31	2	-12	6	2	25	-1	-2	i	-38
Cc1ccc(C(=O)N(CC(=O)NC2CCCC2)c2cccc(F)c2)s1	-7	2	5	-2	5	-20	-1	-1	i	0
Cc1cccc(C)c1NC(=O)C(Cl)C(=O)c1ccccc1 (stereo unspecified)	-11	-2	9	-2	1	28	-32	-4	i	-5
Cc1ccc(NC(=O)c2sc(Cl)nc2-c2ccccc2)cc1C	26	3	-54	-1	2	0	-6	0	i	61*
CCN(c1ccccc1)S(=O)(=O)c1nnc(NC(=O)C(C)C)s1	4	0	11	1	-11	14	-30	-2	nt	3
COCCNC(=O)Cn1c(=O)n(Cc2ccc(C(=O)NCc3ccco3)cc2)c(=O)c2ccccc21	-20	0	21	4	0	3	5	-1	i	-30
Cc1ccc(C(=O)NCCSc2ccc(Cl)cc2)cc1S(=O)(=O)Nc1ccccc1	25	1	25	-2	-5	7	3	-2	i	11
COCCn1c(SCc2csc(-c3ccccc3)n2)nc2ccccc21	21	6	12	7	6	12	6	-2	i	13
O=C(COc1ccc2ccccc2c1Br)Nc1ccncc1	-5	-5	-84	-8	-4	17	-14	1	i	10
O=S(=O)(Nc1cccc(-c2cn3cccnc3n2)c1)c1ccccc1	1	2	22	3	1	1	-10	3	i	-8
O=C(O)CC1c2ccccc2CCN1S(=O)(=O)c1cccs1 (stereo unspecified)	-7	-2	-24	nt	nt	-4	nt	-2	i	-3
COCCNC(=O)c1cc(S(=O)(=O)N2CCCCC2)ccc1N1CCOCC1	-2	-2	12	nt	nt	17	nt	-1	i	-6
COc1cccc(CN(Cc2cccnc2)S(=O)(=O)c2ccc(-n3cnnn3)c(C)c2)c1OC	12	-1	11	-2	-2	19	1	13	i	5
COc1ccc(-c2noc(CCC(=O)NCCCN3CCN(c4ccc(F)cc4)CC3)n2)cc1	6	-1	30	0	2	0	-12	-5	i	19
Cn1c(SCC2CCCCC2)nnc1-c1ccncc1	-4	-4	-36	3	3	7	-15	-2	i	29
CC1(C)NC(=O)N(CC(O)Cn2c3ccccc3c3ccccc32)C1=O (stereo unspecified)	10	2	15	-1	-2	0	-44	-2	i	37
CCCCOC(=O)Cn1c(=O)n(CC(=O)OCCCC)c2ccccc21	5	2	1	-1	-9	22	2	-2	i	7
COc1ccc(C2CC3CC(c4ccccc4)N2O3)cc1 (stereo unspecified)	4	-2	-18	0	-4	9	-20	-3	i	17
CN1C(=O)c2cccc3c(S(=O)(=O)Nc4ccccc4F)ccc1c23	10	1	23	1	16	20	-2	-1	i	17
Cc1nc(CC(C)C)cc(C(=O)N2CCCC(CNS(=O)(=O)c3cccs3)C2)n1 (stereo unspecified)	-10	0	-12	-1	-4	-17	-11	0	i	-2
CCOc1ccc(CNC(=O)CCCc2cn(C)c3ccccc23)cc1	-1	1	1	4	5	10	-38	5	i	14
COc1ccc(OC)c(NC(=O)CSc2nnc(C3CCCCC3)n2N)c1	3	3	-15	nt	nt	25	nt	-3	i	-5
CCC1Oc2ccc(C)cc2N(CC(=O)NCCN2CCCCCC2)C1=O (stereo unspecified)	-5	0	21	5	0	16	-2	3	i	12
COc1ccc(C(=O)N/N=C2\CCS(=O)(=O)c3ccc(F)cc32)cc1OC	9	-6	-9	-1	6	7	14	-1	i	0
O=C(/C=C(\O)c1ccc(Cl)cc1)C(=O)NNC(=O)C(O)(c1ccccc1)c1ccccc1	nt	nt	nt	2	-1	nt	13	-3	nt	nt

High-throughput results (PubChem BioAssay)

Not all compounds are listed (hit frequency here may not be typical).
